Screening results as filed in PubChem BioAssay.
KOR beta-arrestin-1: KOR agonists, beta-arrestin recruitment, primary screen, cell-based, luminescence, uHTS (AID 1777) | 280,000 tested, 0.02% active | KOR beta-arrestin recruitment, luminescence; higher % means a stronger effect | one-dose activation, % at 10 µM; EC50 in µM for titrated hits; in the data active = activation above about 50%, passing the limit was not always enough; note: a part of the inactive calls stands beside numbers as strong as those of hits
AID2073: disruptors of CaV2.2 binding to Mint1 – biochemical, HTRF (AID 2073); HTRF protein-protein interaction, Mint1-CaV2.2; higher % means a stronger effect; one-dose inhibition, % at 20 µM; IC50 in µM for titrated hits; 290,000 tested, 0.19% active; in the data active = inhibition mostly above about 51%, no sharp cut-off; inconclusive = no clear call, values can overlap the other calls; inactive = mostly below about 53%; note: some results filed as inactive read as strong as hits
Yfh1-off respiration: enhancers of respiration in Yfh1-depleted yeast, dose response, Friedreich's ataxia, plus single-dose screen (AID 1465) | S. cerevisiae Yfh1-off respiration, WST-1 reduction, 72 h; higher fold induction means a stronger effect | fold induction at 50 µM; hits with a dose series show EC50 in µM | 220,000 tested, 0.074% active;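 active = fold induction of absorbance versus untreated yeast above a set limit, then at least 30% activation at any dose in follow-up; inconclusive = repeats straddling the limit, or above it without dose testing; inactive = fold induction below the set limit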;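 note: activators that raise dye reduction in frataxin-depleted yeast; strong numbers were not always called active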
KOR beta-arrestin-2: kappa opioid receptor blockers – cell-based, luminescence, uHTS (AID 1778). inhibition, % at 10 µM; hits with a dose series show IC50 in µM. 290,000 tested, 0.091% active. KOR beta-arrestin recruitment, luminescence, antagonist mode; higher % means a stronger effect; note: strong numbers were not always called active
NS5 inhibitors: Dengue-2 NS5 methyltransferase inhibitors, primary screen, biochemical, confirmation dose response (AID 588689). Dengue-2 NS5 methyltransferase capping enzyme assay, biochemical; higher % means a stronger effect. 340,000 tested, 0.3% active. inhibition, % at 25 µM, or IC50 in µM where a hit was titrated; in the data active = a potency from the dose series; inconclusive = inhibition above about 29% without an active follow-up result
NOD1 NF-kB reporter: inhibition of NOD1-driven NF-kB reporter – cell-based, luminescence, uHTS, primary screen (AID 1578); inhibition, % at 4 µM, or EC50 in µM where a hit was titrated; 290,000 tested, 1% active; NOD1-driven NF-kB luciferase reporter cells, luminescence; higher % means a stronger effect; in the data active = inhibition mostly above about 36%, no sharp cut-off; inactive = mostly below about 34%;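 note: HEK-293T reporter cells stimulated with the NOD1 agonist gamma-tri-DAP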
HIV peptide binding: cell-free HIV fusion peptide-binding blockers – biochemical, uHTS, fluorescence dequenching, primary screen (AID 1986); 290,000 tested, 0.3% active; cell-free peptide binding, fluorescence dequenching, 30 min; higher % means a stronger effect; inhibition, % at 20 µM, or IC50 in µM where a hit was titrated; in the data active = inhibition mostly above about 52%, no sharp cut-off; inactive = mostly below about 76%; note: some results filed as inactive read as strong as hits
NOD2 inhibition: inhibition of NOD2-driven NF-kB reporter – cell-based, luminescence, uHTS, HEK293 (AID 1566). HEK293 NOD2/NF-kB luciferase reporter, luminescence; higher % means a stronger effect. inhibition, % at 4 µM; hits with a dose series show EC50 in µM. 290,000 tested, 0.63% active; note: many of its hits are not listed in these tables
West Nile antiviral: inhibition of WNV-induced cytopathic effect – cell-based, CPE readout (AID 1621) | West Nile virus-infected cells, CPE inhibition; higher % means a stronger effect | one-dose CPE inhibition, % at 10 µM; IC50 in µM for titrated hits | 290,000 tested, 0.02% active; in the data active = a potency from the dose series; inconclusive = CPE inhibition mostly from about 3.7% at the one dose, without a potency; inactive = the rest, 99 in 100 with CPE inhibition below about 2.2%; note: strong numbers were not always called active
An asterisk follows results filed as active; i = inactive; ? = inconclusive; · = no result given; [ ] = dose if it differs, or a comment. Cut-off read from the data, not from the text of the source, unless noted: active = inhibition above about 50%; inactive = the rest. An excerpt; count on the stated rates, not on these rows.

SMILES	KOR beta-arrestin-1	AID2073	Yfh1-off respiration	KOR beta-arrestin-2	NS5 inhibitors	NOD1 NF-kB reporter	HIV peptide binding	NOD2 inhibition	West Nile antiviral
O=C(COC(=O)c1ccc(Cl)nc1)Nc1ccccc1OC(F)F	-5.5%	-1%	i	12%	6%	-41%	0.3%	13%	-0.1%
CC(C)n1c(CCC(=O)O)ccc1-c1ccccc1	-6.6%	?	i	28%	3%	-3%	-3.0%	3%	-0.3%
CCOc1ccc(Oc2cc(C)nc(SC)n2)nn1	2.8%	18%	i	13%	-2%	-24%	-0.7%	3%	-0.2%
Cc1nc2c(-c3ccccc3)c(C)nn2c(C)c1CCC(=O)NCc1ccco1	-3.6%	1%	i	19%	-3%	·	-0.8%	-4%	0.1%
Cc1cccc(C)c1NC(=O)c1ccc(-n2cnnn2)cc1	12%	-6%	i	-2%	-7%	6%	-1.7%	4%	0.1%
Cc1cc(NS(=O)(=O)c2ccc(NC(=O)CSc3nc4ncccc4[nH]3)cc2)nc(C)n1	-2.6%	21%	i	24%	-1%	-14%	-1.8%	4%	1.0%
CC(=O)Nc1ccc(S(=O)(=O)NCC2CCC(C(=O)NCCCN(C)Cc3ccccc3)CC2)cc1 (configuration not stated)	-8.5%	2%	·	-3%	-4%	-32%	0.1%	0%	0.8%
COC(=O)[C@@]1(Cc2ccccc2)[C@H]2c3cc(C(=O)N4CCCC4)n(Cc4ccsc4Br)c3C[C@H]2CN1C(=O)c1ccccc1	-2.1%	3%	i	14%	·	-31%	6.3%	0%	0.0%
CN(C)c1nnnn1-c1ccc(Cl)cc1	0.3%	2%	·	-42%	5%	-50%	-1.1%	-5%	·
Cc1nc(SCc2ccc(Br)cc2)[nH]c(=O)c1C	-1.0%	0%	i	26%	6%	-30%	0.7%	1%	0.4%
COc1ccc(-n2cnnc2SCC(=O)N(C)c2ccccc2)cc1	-5.1%	9%	·	14%	-3%	-26%	0.5%	-5%	-0.9%
C=C(C)Cn1c(SCC(=O)O)nnc1-c1ccc(C(C)(C)C)cc1	-0.7%	-5%	i	-6%	7%	-3%	2.3%	5%	0.6%
COCCNC(=O)COc1cccc2c1OC(C)(C)C2	-1.0%	-1%	i	16%	-8%	-19%	-1.5%	10%	·
CCN(Cc1ccccc1)C(c1ccccn1)c1nnnn1C(C)(C)CC (configuration not stated)	-5.2%	5%	i	5%	-8%	2%	0.8%	0%	0.1%
CC(=O)COc1ccc2c(-c3ccccc3)cc(=O)oc2c1	3.1%	9%	i	14%	-5%	-19%	4.5%	0%	-0.6%
CCC1=NN2C(=N)/C(=C\c3cccn3-c3ccc(Br)cc3)C(=O)N=C2S1	-2.6%	28%	i	6%	7%	-9%	13%	12%	2.3%
Cc1nc(-c2nnc(SCC(=O)Nc3cc(Cl)cc(Cl)c3)n2C)cs1	-3.4%	9%	i	6%	-4%	0%	-0.2%	9%	0.1%
CC(C)(C)C1CCC(OCC(O)CN2CCN(Cc3ccccc3)CC2)CC1 (configuration not stated)	3.1%	6%	i	-10%	-7%	-30%	3.6%	9%	-1.1%
COc1ccc(NC(=O)CCCn2cnc3ccccc3c2=O)c(OC)c1	-1.3%	6%	·	4%	-9%	-7%	-1.1%	-16%	-0.6%
COc1ccccc1NC(=O)Cc1noc(CSc2n[nH]c(N)n2)n1	-4.5%	8%	i	4%	-11%	-42%	-0.3%	12%	0.6%
COc1cccc(CC(NC(C)=O)C(=O)NC2CCN(C(=O)c3ccncc3)CC2)c1OC (configuration not stated)	3.5%	-3%	·	-64%	-2%	-27%	-0.9%	-10%	0.2%
O=C(CC(=O)c1ccccc1)Nc1ccc(Cl)cc1	-5.8%	8%	·	1%	-8%	-12%	-2.3%	-23%	-1.2%
CC(C)C[C@@H](C(=O)NCc1ccco1)N1C(=O)N2CCc3c([nH]c4ccccc34)[C@@]2(C)C1=O	-2.9%	-1%	·	2%[20 µM]	-4%	-12%	5.2%	0%	-0.8%
O=C(NN=C1CCCC1)c1cc(O)cc(O)c1	3.4%	4%	·	18%	-2%	-42%	0.1%	-11%	-0.4%
Cc1cc(C)c2nc(N(CCN(C)C)C(=O)c3ccc(S(=O)(=O)N(C)CC4CCCO4)cc3)sc2c1 (configuration not stated)	6.5%	2%	·	-6%	3%	-7%	-1.7%	6%	0.1%
The list goes on:
SMILES	KOR beta-arrestin-1	AID2073	Yfh1-off respiration	KOR beta-arrestin-2	NS5 inhibitors	NOD1 NF-kB reporter	HIV peptide binding	NOD2 inhibition	West Nile antiviral
COc1ccc(C(=O)Nc2ccc(-c3ccc(NC(=O)c4ccc(OC)cc4)c(OC)c3)cc2OC)cc1	0.8%	33%	i	8%	1%	-31%	1.7%	-30%	0.3%
Cc1cccc(/C=C2/S/C(=N/N=C3\CC4CCC3(C)C4(C)C)NC2=O)c1 (configuration not stated)	-1.7%	3%	i	-26%	-2%	·	-2.5%	2%	-0.4%
Cc1cc(C)cc(N(CCC(=O)O)S(=O)(=O)c2ccc3ccccc3c2)c1	0.3%	-6%	i	14%	-4%	22%	1.0%	0%	-0.3%
CCOC(=O)c1c(CN2CCOCC2)n(-c2ccccc2)c2cc(Br)c(O)cc12	4.2%	22%	i	-3%	-1%	67%*	1.3%	12%	1.6%
CCCCCn1c(=O)[nH]c2cc(C(=O)NCc3ccc4c(c3)OCO4)ccc2c1=O	-0.5%	18%	i	38%	-2%	-17%	1.8%	5%	-0.5%
N#Cc1ccc(S(=O)(=O)NC2CC2)cc1	0.9%	3%	·	-11%	-7%	43%	-1.5%	-5%	-0.5%
COc1ccc(C(=O)N2CCN(C(=O)C3COc4ccccc4O3)CC2)cc1 (configuration not stated)	3.5%	4%	·	-3%	-7%	-3%	-0.3%	16%	-0.1%
COc1ccc(C(=O)CC(Nc2ccc([N+](=O)[O-])cc2)c2ccc(Cl)cc2)cc1 (configuration not stated)	-3.1%	-1%	i	18%	-6%	-2%	0.9%	-28%	1.6%
COc1ccc(Cl)cc1NC(=O)C1Cc2cc(S(=O)(=O)N3CCCC3)ccc2N1C(C)=O (configuration not stated)	-2.0%	5%	·	-8%	-6%	-6%	-0.4%	14%	-0.4%
CCOC(=O)N1CCC(NC(=O)CCCN2C(=O)CSc3ncccc32)CC1	4.9%	3%	i	3%	0%	-7%	1.8%	18%	-0.2%
O=C(COC(=O)COc1ccc(Cl)cc1)NCc1cccs1	-2.2%	17%	i	19%	1%	-12%	1.8%	10%	2.3%
COc1ccc(CC(=O)N2CCN(c3ccccn3)CC2)cc1OC	-4.4%	-5%	·	24%	0%	-14%	-2.4%	0%	-0.1%
OCCNc1nc(C2CC2)nc2c1nnn2Cc1ccccc1Cl	1.0%	-6%	i	-24%	-3%	3%	0.9%	4%	-0.3%
O=P(c1ccccc1)(c1ccccc1)C(O)c1ccncc1 (configuration not stated)	-1.8%	-7%	i	25%	-7%	19%	-1.6%	12%	0.2%
CC(NC(=O)c1cc(S(=O)(=O)N2CCOCC2)cn1C)c1ccccc1 (configuration not stated)	-8.1%	3%	·	18%[20 µM]	2%	-20%	-0.7%	10%	-0.3%
CN1CCC(OC(=O)c2cc3cc(Cl)cc(Cl)c3oc2=O)CC1	-2.4%	11%	·	26%	-4%	15%	2.5%	24%	-1.1%
O=C(N/N=C/c1c(Nc2cccc(C(F)(F)F)c2)nc2ccccn2c1=O)c1ccccc1[N+](=O)[O-]	-1.1%	21%	i	9%	6%	-7%	-2.4%	-1%	-1.1%
Cc1n[nH]c(C)c1CCN(C)Cc1cn(C)nc1-c1ccccc1F	-4.5%	27%	i	-13%[20 µM]	-4%	-16%	-0.2%	5%	0.7%
C=CCNC(=S)NS(=O)(=O)c1cccs1	-2.4%	19%	i	-17%	-2%	-16%	0.2%	0%	1.5%
CCCCN(C(=O)CCC(=O)O)C1CC(=O)N(c2ccc(OCCC)cc2)C1=O (configuration not stated)	-2.3%	-4%	i	27%	-2%	-8%	0.9%	-11%	0.1%
CCOC(=O)c1c(NC(=O)c2cc(C)on2)c2cc([N+](=O)[O-])ccc2n1C	10%	4%	i	-38%	·	-16%	-1.0%	-6%	0.8%
COc1cccc(C(=O)NCCCNC(=O)c2ccccn2)c1	-3.8%	7%	·	-29%	-6%	-10%	-0.4%	10%	0.0%
CCn1c(=O)c([N+](=O)[O-])c(NCC2CCCO2)c2ccccc21 (configuration not stated)	-1.6%	-2%	i	13%	-9%	0%	-0.8%	12%	-0.5%
COc1ccc(NC(=S)NCCc2c[nH]c3ccccc23)c(OC)c1	-0.7%	-4%	i	-5%	1%	17%	2.8%	18%	-1.0%
CCC(CC)COC(=O)C1=C(C)NC(=O)NC1c1ccc(N(C)C)cc1 (configuration not stated)	2.1%	-2%	·	-35%[20 µM]	-2%	-17%	1.7%	7%	-1.0%
New compounds follow.
SMILES	KOR beta-arrestin-1	AID2073	Yfh1-off respiration	KOR beta-arrestin-2	NS5 inhibitors	NOD1 NF-kB reporter	HIV peptide binding	NOD2 inhibition	West Nile antiviral
COc1ccccc1C(=O)N/N=C(\C)CC(=O)Nc1ccccn1	-4.9%	3%	·	-3%	-7%	-21%	-2.3%	4%	-0.1%
COC(=O)N[C@H](CC(C)=O)c1cccc(C(F)(F)F)c1	-0.7%	-4%	i	0%	-2%	-18%	-1.5%	4%	0.0%
O=C(c1ccc(CS(=O)c2cccc(Cl)c2)o1)N1CCCCCC1 (configuration not stated)	1.1%	-8%	·	-18%	-7%	-11%	-2.4%	7%	-0.7%
CCOc1cc(/C=N/Nc2cc(C)nc3ccc(C)cc23)ccc1O	-0.9%	5%	·	-14%	-11%	-30%	-1.9%	-9%	0.2%
Cc1nn(Cc2ccccc2)c(Cl)c1C(=O)OCC(=O)NC(=O)NC12CC3CC(CC(C3)C1)C2	0.3%	9%	i	-6%	0%	-29%	-0.5%	2%	-0.1%
O=C(O)CC(NCc1ccco1)C(=O)OCCc1ccccc1 (configuration not stated)	2.8%	15%	i	-4%	-4%	8%	1.3%	10%	-0.1%
Cc1ccc(S(=O)(=O)NCc2ccccn2)cc1C	-7.1%	11%	·	22%[20 µM]	-2%	-10%	-0.2%	10%	0.0%
CCOC(=O)C1CCN(C(=O)C(C)c2ccc([N+](=O)[O-])cc2)CC1 (configuration not stated)	4.7%	-3%	i	-1%	-7%	-9%	0.5%	-1%	0.4%

In the list so far, 4 contain bromine:
SMILES	KOR beta-arrestin-1	AID2073	Yfh1-off respiration	KOR beta-arrestin-2	NS5 inhibitors	NOD1 NF-kB reporter	HIV peptide binding	NOD2 inhibition	West Nile antiviral
COC(=O)[C@@]1(Cc2ccccc2)[C@H]2c3cc(C(=O)N4CCCC4)n(Cc4ccsc4Br)c3C[C@H]2CN1C(=O)c1ccccc1	-2.1%	3%	i	14%	·	-31%	6.3%	0%	0.0%
Cc1nc(SCc2ccc(Br)cc2)[nH]c(=O)c1C	-1.0%	0%	i	26%	6%	-30%	0.7%	1%	0.4%
CCC1=NN2C(=N)/C(=C\c3cccn3-c3ccc(Br)cc3)C(=O)N=C2S1	-2.6%	28%	i	6%	7%	-9%	13%	12%	2.3%
CCOC(=O)c1c(CN2CCOCC2)n(-c2ccccc2)c2cc(Br)c(O)cc12	4.2%	22%	i	-3%	-1%	67%*	1.3%	12%	1.6%
